UTI89 phage lysis: inhibition of K1F phage lysis, E. coli UTI89, bacterial capsule biogenesis inhibitors, alamar blue (AID 488966) | E. coli UTI89 K1F phage lysis, alamar blue, 2 h; higher % means a stronger effect | inhibition, % at 100 µM, or IC50 in µM where a hit was titrated | 0.02% of 340,000 active;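 active means phage lysis inhibition, versus mean bacterial control, above a set limit; inconclusive means no clear call, values can overlap the other calls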;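 further: capsule biogenesis inhibitors block K1F phage lysis so surviving cells raise fluorescence; higher fluorescence means more inhibition of phage lysis; actives were called in the ten point dose series up to 300 µM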
NTR1 ag: agonists of NTR1, primary screen, imaging, U2OS cells, beta-arrestin-GFP, high content (AID 493036); Neurotensin receptor type 1 (Homo sapiens), P30989; NTR1-U2OS beta-arrestin-GFP spot imaging, agonist mode; activation, % at 20 µM; 0.17% of 330,000 active;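 active means activation at or above 40% of the spot to cytoplasm intensity ratio, with at least 20 cells analyzed; inconclusive means wells under 20 cells, flagged as cytotoxic or low count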;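 further: 0% = DMSO without peptide and 100% = 100 nM NTR1 peptide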
Target sequence (P30989 whole entry, looked up): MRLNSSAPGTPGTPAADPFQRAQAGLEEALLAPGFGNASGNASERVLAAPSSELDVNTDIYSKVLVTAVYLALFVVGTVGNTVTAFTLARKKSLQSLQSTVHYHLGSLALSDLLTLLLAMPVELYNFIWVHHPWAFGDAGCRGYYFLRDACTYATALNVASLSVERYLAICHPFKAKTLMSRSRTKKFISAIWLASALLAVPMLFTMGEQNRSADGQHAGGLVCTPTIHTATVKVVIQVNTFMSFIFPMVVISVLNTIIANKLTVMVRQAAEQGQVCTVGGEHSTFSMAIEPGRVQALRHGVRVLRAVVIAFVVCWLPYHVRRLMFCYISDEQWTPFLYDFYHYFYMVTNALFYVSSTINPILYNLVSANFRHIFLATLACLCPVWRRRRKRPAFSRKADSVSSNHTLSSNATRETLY
GPR35 arrestin U2OS: GPR35 antagonists blocking zaprinast-driven arrestin recruitment, primary screen, imaging, U2OS, beta-arrestin-GFP, zaprinast agonist (AID 2058). G-protein coupled receptor 35 (Homo sapiens). U2OS GPR35 beta-arrestin-GFP translocation imaging, zaprinast antagonism; higher % means a stronger effect. one-dose inhibition, % at 10 µM; IC50 in µM for titrated hits. 0.052% of 290,000 active;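 active means inhibition of at least 50% with at least 30 cells and total cytoplasm GFP at most 10,000,000; inconclusive means under 30 cells or total GFP of 10,000,000 plus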
NS5 inhibitors: Dengue-2 NS5 methyltransferase inhibitors, primary screen, biochemical, confirmation dose response (AID 588689); Dengue-2 NS5 methyltransferase capping enzyme assay, biochemical; higher % means a stronger effect; 0.3% of 340,000 active; Genome polyprotein (Dengue virus type 2 (strain 16681-PDK53)); inhibition, % at 25 µM; hits with a dose series show IC50 in µM; in the data active means a potency from the dose series; inconclusive means inhibition above about 29% without an active follow-up result
LYP inhibition: inhibitors of LYP phosphatase, biochemical, fluorescence intensity, uHTS (AID 1779); Tyrosine-protein phosphatase non-receptor type 22 (Homo sapiens); one-dose inhibition, % at 11.5 µM; IC50 in µM for titrated hits; 0.054% of 290,000 active; recombinant LYP phosphatase, fluorescence intensity; higher % means a stronger effect; in the data active means inhibition above about 50%;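 further: plate controls were vehicle with enzyme for no effect and no enzyme for full effect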
Autophagy mod: autophagy modulators in MEF cells, primary screen, imaging, high-content, MEF GFP-LC3; MEF GFP-LC3 puncta imaging; test concentration mostly 10 µM; calls only at 10 µM (by protocol); 0.98% of 190,000 active;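 active means percentage of spot-positive cells more than 3 SD above its plate mean, without a fluorescence outlier flag or 80% toxicity; inconclusive means no clear call, values can overlap the other calls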;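 further: spot-positive cell cutoff set from DMSO-treated cells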
AID2073: inhibitors of Mint1-CaV2.2 protein interaction, biochemical, HTRF (AID 2073). Voltage-dependent N-type calcium channel subunit alpha-1B (Homo sapiens). HTRF protein-protein interaction, Mint1-CaV2.2; higher % means a stronger effect. inhibition, % at 20 µM, or IC50 in µM where a hit was titrated. 0.19% of 290,000 active; in the data active means inhibition mostly above about 51%, no sharp cut-off; inconclusive means no clear call, values can overlap the other calls; inactive means mostly below about 53%; further: some results filed as inactive read as strong as hits
WT yeast gro inh: growth inhibition of WT strain, primary screen, mitochondrial fusion inhibitor project, WT and mutant strains, chemical genetic | mitochondrial fusion phenotypic screen | inhibition, % at 10 µM | 2.1% of 190,000 active | AID 1362, 2008; in the data active means inhibition above about 58%; tested in S. cerevisiae
RSV CPE inhibition: RSV antiviral activity via CPE protection, HEp-2 cells, primary 10 µM value included (AID 2391) | HEp-2 cells, RSV-induced CPE inhibition; higher % means a stronger effect | CPE inhibition, % at 10 µM; hits with a dose series show IC50 in µM | 0.13% of 310,000 active; in the data active means a potency from the dose series; inconclusive means CPE inhibition mostly from about 23% at the one dose, without a potency; inactive means the rest, 99 in 100 with CPE inhibition below about 21%; further: strong numbers were not always called active
WT yeast gro inh mutant strain: recorded beside WT yeast gro inh, whose call it bears; inhibition, %; mitochondrial fusion phenotypic screen, mutant strain inhibition
Autophagy mod cell loss 18 h: recorded beside Autophagy mod, whose call it bears; toxicity, %; measured here: cell loss, nuclei count;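 cell loss after 18 h compound exposure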
NTR1 ag cell count 20 µM: second read-out of NTR1 ag, no call of its own (marks repeat the call); cell count; measured here: cell count, cytotoxicity flag
* hit, by the source's call; i = inactive; ? = inconclusive; . = not tested or not shown; + = active, no number; [ ] = remark or other dose. This is a random part of the collection; 2.6% or so of the library scored in one or more.

Values run as follows: UTI89 phage lysis	NTR1 ag	NTR1 ag cell count 20 µM	GPR35 arrestin U2OS	NS5 inhibitors	LYP inhibition	Autophagy mod	Autophagy mod cell loss 18 h	AID2073	WT yeast gro inh	WT yeast gro inh mutant strain	RSV CPE inhibition
> CCOc1ccc(-c2nnc(NC(=O)Cc3ccc(OC)cc3)o2)cc1
→ 0.0%	-2.0	48	-3.1%	4.1%	3.8%	.	.	5.1%	.	.	2.0%
> Cc1oc2cc3oc(=O)c4c(c3cc2c1C)CCC4
→ 0.2%	-2.5	87	-5.1%	-4.3%	1.5%	i	7.0	33.1%	-2.0	-2.4	2.4%
> Cn1c2ccccc2c2c(C(=O)O)cn(C3CCCC3)c(=O)c21
→ -0.6%	0.8	58	-1.8%	-0.7%	-8.5%	.	.	3.5%	10.0	1.1	-0.2%
> Cc1c(/C=N/N2C(=O)C3C4C=CC(C4)C3C2=O)c2ccccc2n1C (centres undefined)
→ 0.0%	4.5	54	2.2%	-5.8%	-10.6%	i	-40.2	3.1%	-5.8	-7.1	0.6%
> Fc1ccc2nc(C3CCCCN3Cc3nc(CC4CC4)no3)[nH]c2c1 (centres undefined)
→ -0.1%	-1.3	64	57.0%	4.6%	-7.1%	i	52.9	10.8%	-3.8	14.7	0.4%
> O=C(CSc1nc2ccccc2[nH]1)N1CCN(S(=O)(=O)c2ccc(Cl)cc2)CC1
→ -0.4%	-0.2	42	-4.1%	11.8%	-0.5%	i	7.9	-8.5%	-5.3	-15.7	2.9%
> COC(C(=O)Nc1ccnn1C1CCN(Cc2nccs2)CC1)c1ccccc1 (centres undefined)
→ -0.1%	0.1	59	-4.2%	-6.2%	-10.7%	.	.	2.1%	.	.	1.1%
> CC(Nc1ccc(N2CCOCC2)cc1)C(=O)N1c2ccccc2CC1C (centres undefined)
→ 0.1%	2.7	57	-4.3%	5.6%	-8.3%	.	.	10.1%	.	.	1.4%
> CCOc1ccc(N(C(=O)c2cnccn2)C(C(=O)NC2CCCCC2)c2ccc(O)cc2)cc1 (centres undefined)
→ -1.0%	1.1	91	7.4%	0.0%	-2.5%	i	-2.4	19.3%	-14.1	6.0	-1.5%
> O=C(c1cnccn1)N1CCc2ccccc2C1
→ 0.3%	-1.6	71	4.9%	3.0%	-2.2%	i	-1.4	8.4%	7.4	11.8	1.1%
> [N-]=[N+]=NC[C@H](Cc1ccccc1)N1CCN(Cc2ccccc2)CCC1=O
→ 0.4%	-5.3	69	-8.5%	-18.4%	-10.4%	.	.	-4.2%	.	.	0.0%
> Cc1ccc(N2C(=O)CC(N3CCN/C3=C3\CC/C(=C\c4ccccc4)C3=O)C2=O)cc1 (centres undefined)
→ 0.6%	1.5	59	11.1%	-2.3%	-1.2%	i	-4.5	-10.4%	-0.5	-13.6	7.5%
> Cc1ccc(C(=O)O)cc1S(=O)(=O)N1CCOCC1
→ 1.2%	-0.4	56	6.5%	0.7%	0.4%	i	4.5	1.5%	1.8	-5.7	1.0%
> Cc1cc(C)cc(OCC(=O)NNC(=O)c2cc(C)[nH]n2)c1
→ 0.2%	2.5	46	-9.2%	5.4%	-5.0%	i	-1.2	-8.6%	23.5	58.2	-1.0%
> COC(=O)N/N=C\c1ccc(OC/C=C/c2ccccc2)c(OC)c1
→ 0.1%[50 µM]	1.9	61	-18.1%	-4.2%	-13.9%	.	.	-2.7%	.	.	3.7%

Laid out differently: entries from further up
| compound | UTI89 phage lysis | NTR1 ag | NTR1 ag cell count 20 µM | GPR35 arrestin U2OS | NS5 inhibitors | LYP inhibition | Autophagy mod | Autophagy mod cell loss 18 h | AID2073 | WT yeast gro inh | WT yeast gro inh mutant strain | RSV CPE inhibition |
| --- | --- | --- | --- | --- | --- | --- | --- | --- | --- | --- | --- | --- |
| Fc1ccc2nc(C3CCCCN3Cc3nc(CC4CC4)no3)[nH]c2c1 (centres undefined) | -0.1% | -1.3 | 64 | 57.0% | 4.6% | -7.1% | i | 52.9 | 10.8% | -3.8 | 14.7 | 0.4% |
| O=C(CSc1nc2ccccc2[nH]1)N1CCN(S(=O)(=O)c2ccc(Cl)cc2)CC1 | -0.4% | -0.2 | 42 | -4.1% | 11.8% | -0.5% | i | 7.9 | -8.5% | -5.3 | -15.7 | 2.9% |
| COC(C(=O)Nc1ccnn1C1CCN(Cc2nccs2)CC1)c1ccccc1 (centres undefined) | -0.1% | 0.1 | 59 | -4.2% | -6.2% | -10.7% | . | . | 2.1% | . | . | 1.1% |

Going on with the list.
Values run as follows: UTI89 phage lysis	NTR1 ag	NTR1 ag cell count 20 µM	GPR35 arrestin U2OS	NS5 inhibitors	LYP inhibition	Autophagy mod	Autophagy mod cell loss 18 h	AID2073	WT yeast gro inh	WT yeast gro inh mutant strain	RSV CPE inhibition
> Cc1ccc(NC(=O)C/C(N)=N/O)cc1C
→ 2.0%	-0.3	43	10.3%	-2.1%	-3.3%	i	48.8	?	-2.2	-15.4	0.8%
> Cc1cc(C)c(C)c(S(=O)(=O)N2CCN(C(=O)c3ccccn3)CC2)c1C
→ 0.4%[50 µM]	-1.0	72	.	-1.8%	.	.	.	.	.	.	-0.2%
> CC(c1ccccn1)N(CCN(C)C)C(=S)Nc1ccccc1F (centres undefined)
→ 3.5%	-0.5	83	12.1%	-11.2%	-5.1%	i	4.6	-13.9%	-3.6	-1.4	0.0%
> COc1cc2cc(C)c(SCC(=O)N3CCOCC3)nc2cc1OC
→ -0.5%	1.5	49	2.3%	0.0%	-2.7%	i	1.0	-5.3%	6.2	6.4	2.2%
> C=CCNCCOc1c(C)cc(C)cc1Cl
→ -0.9%	-1.6	71	-1.2%	-5.8%	-15.6%	i	0.3	-4.2%	-2.2	-0.6	1.2%
> COc1ccc(Cc2n[nH]c(=S)o2)cc1
→ 0.2%	2.6	44	-2.1%	2.2%	-3.7%	i	2.4	11.8%	-15.3	-0.6	1.3%
> O=C(NCC(=O)N1CCN(Cc2ccccc2)CC1)c1ccc(Br)o1
→ 1.6%[50 µM]	2.7	52	-9.5%	-9.2%	-10.8%	.	.	-1.4%	.	.	2.1%
> Cc1ccc(CN2CCN(/N=C/c3cc(Br)ccc3F)CC2)cc1
→ 0.1%	0.8	80	-5.0%	-5.2%	-8.9%	.	.	-16.9%	.	.	13.6%
> CNCc1cc(Br)c(OCC(=O)Nc2ccccc2OC)c(OC)c1
→ 13.9%	-0.2	32	-11.7%	6.2%	-5.8%	i	18.1	-7.8%	11.3	-0.1	-1.0%
> COc1cc2c(C(=O)N3CCN(C)CC3)c(CSc3ccccc3)n(C)c2cc1Br
→ 0.2%	4.7	55	-19.1%	-2.3%	-0.5%	i	-11.5	14.4%	17.3	9.3	-3.1%
> CCn1c(SCC(=O)Nc2nc3ccccc3s2)nc2c(c1=O)SC(C)C2 (centres undefined)
→ .	0.8	62	-1.7%	.	-4.7%	i	7.9	-10.3%	4.8	-11.8	3.2%
> O=C(NC(Cc1ccc(O)cc1)C(=O)O)/C(=C/c1ccccc1)NC(=O)c1ccccc1 (centres undefined)
→ 0.1%[50 µM]	-0.8	70	10.7%	-6.5%	-11.1%	.	.	5.2%	.	.	0.8%
> O=C(Cn1cnc2ccccc2c1=O)Nc1cccc(S(=O)(=O)N2CCCCC2)c1
→ 0.2%	-0.5	58	6.5%	-4.7%	-3.1%	.	.	3.5%	.	.	?
> C(=N\n1cnnc1)/c1cn(Cc2ccccc2)c2ccccc12
→ 2.4%	-1.0	59	-0.7%	-4.8%	-3.3%	i	6.2	-8.2%	-9.5	-7.9	-2.6%
> CCOc1ccc(S(=O)(=O)NC(=O)c2ccccc2)cc1
→ 1.2%[50 µM]	0.7	50	2.4%	-9.1%	-8.1%	.	.	2.6%	.	.	2.5%
> CSCC[C@H](NC(=O)[C@@H]1CSC2c3ccccc3C(=O)N21)C(=O)NCc1ccco1 (some centres undefined)
→ 0.0%	0.7	71	-5.3%	2.6%	-10.3%	.	.	5.3%	.	.	1.9%
> COc1cccc(CC(=O)OCC(=O)NC(=O)c2ccc(OC(F)F)cc2)c1
→ 1.3%[50 µM]	1.7	40	.	0.0%	.	.	.	.	.	.	2.0%
> CN(C(=O)COc1cc(=O)n(C)c2ccccc12)c1cccc(Cl)c1
→ -1.7%	6.9	46	-8.4%	-3.6%	-7.3%	i	4.2	3.1%	9.5	-0.6	1.2%
> COC(=O)Nc1ccc(C)cc1NC(=O)OC
→ 0.4%	-1.0	94	2.7%	0.0%	0.3%	i	-1.7	-6.6%	3.4	-0.3	1.5%
> CN(C)/C=C/C(=O)c1ccc(-c2ccc(Cl)cc2Cl)o1
→ 0.3%	4.6	32	4.2%	-43.5%	-0.5%	i	29.6	11.4%	4.9	-13.9	9.3%
> CN1/C(=C\C=Nc2ccc3ccccc3c2)C(C)(C)c2ccccc21
→ 0.2%	2.5	79	18.3%	-57.0%	-7.1%	+	5.7*	-16.6%	76.7*	0.2*	2.1%
> COC(=O)Cn1ncc2c3ccccc3n(Cc3ccccc3)c2c1=O
→ 0.3%	0.6	88	-3.1%	-11.3%	-2.0%	i	-13.9	-1.5%	15.7	14.9	2.2%
> COc1ccc(C=Nc2cccc3c(=O)[nH][nH]c(=O)c23)c2ccccc12
→ 5.1%	10.0	70	-4.4%	-3.2%	-10.7%	i	-2.8	14.4%	20.4	-6.6	3.0%
> O=[N+]([O-])c1ccc(N2CCN(c3ccccc3O)CC2)cc1
→ 0.6%	0.4	46	-14.0%	0.0%	-6.6%	.	.	3.9%	.	.	6.9%
> Nc1c2c(nc3c1CCCC3)CCCC2 (tested in a mixture with another compound)
→ 0.0%	2.9	60	18.8%	2.4%	-3.4%	.	.	8.9%	.	.	0.9%
> CCOC(=O)C(C(C)=O)c1c(Br)c(O)c(O)c2c(C(=O)c3ccc(C)cc3)coc12 (centres undefined)
→ 0.1%	17.7	67	12.8%	6.4%	1.8%	i	-1.2	24.9%	19.6	5.2	-3.5%

Whole records, quoted from the list. Order of values: UTI89 phage lysis | NTR1 ag | NTR1 ag cell count 20 µM | GPR35 arrestin U2OS | NS5 inhibitors | LYP inhibition | Autophagy mod | Autophagy mod cell loss 18 h | AID2073 | WT yeast gro inh | WT yeast gro inh mutant strain | RSV CPE inhibition
`Nc1c2c(nc3c1CCCC3)CCCC2` (tested in a mixture with another compound) is listed with 0.0% | 2.9 | 60 | 18.8% | 2.4% | -3.4% | . | . | 8.9% | . | . | 0.9%
`COc1ccc(C=Nc2cccc3c(=O)[nH][nH]c(=O)c23)c2ccccc12` is listed with 5.1% | 10.0 | 70 | -4.4% | -3.2% | -10.7% | i | -2.8 | 14.4% | 20.4 | -6.6 | 3.0%
